# Bioassay records (PubChem)
# VLA-4 inh: inhibition in a human VLA-4 binding assay; P13612; VLA-4 expressing cells, ligand binding flow cytometry; inhibition, % (about 7 µM as worked out from the volumes in the protocol); 0.2% of 330,000 active; in the data active means inhibition above about 50%
# Target sequence (P13612 whole entry, looked up): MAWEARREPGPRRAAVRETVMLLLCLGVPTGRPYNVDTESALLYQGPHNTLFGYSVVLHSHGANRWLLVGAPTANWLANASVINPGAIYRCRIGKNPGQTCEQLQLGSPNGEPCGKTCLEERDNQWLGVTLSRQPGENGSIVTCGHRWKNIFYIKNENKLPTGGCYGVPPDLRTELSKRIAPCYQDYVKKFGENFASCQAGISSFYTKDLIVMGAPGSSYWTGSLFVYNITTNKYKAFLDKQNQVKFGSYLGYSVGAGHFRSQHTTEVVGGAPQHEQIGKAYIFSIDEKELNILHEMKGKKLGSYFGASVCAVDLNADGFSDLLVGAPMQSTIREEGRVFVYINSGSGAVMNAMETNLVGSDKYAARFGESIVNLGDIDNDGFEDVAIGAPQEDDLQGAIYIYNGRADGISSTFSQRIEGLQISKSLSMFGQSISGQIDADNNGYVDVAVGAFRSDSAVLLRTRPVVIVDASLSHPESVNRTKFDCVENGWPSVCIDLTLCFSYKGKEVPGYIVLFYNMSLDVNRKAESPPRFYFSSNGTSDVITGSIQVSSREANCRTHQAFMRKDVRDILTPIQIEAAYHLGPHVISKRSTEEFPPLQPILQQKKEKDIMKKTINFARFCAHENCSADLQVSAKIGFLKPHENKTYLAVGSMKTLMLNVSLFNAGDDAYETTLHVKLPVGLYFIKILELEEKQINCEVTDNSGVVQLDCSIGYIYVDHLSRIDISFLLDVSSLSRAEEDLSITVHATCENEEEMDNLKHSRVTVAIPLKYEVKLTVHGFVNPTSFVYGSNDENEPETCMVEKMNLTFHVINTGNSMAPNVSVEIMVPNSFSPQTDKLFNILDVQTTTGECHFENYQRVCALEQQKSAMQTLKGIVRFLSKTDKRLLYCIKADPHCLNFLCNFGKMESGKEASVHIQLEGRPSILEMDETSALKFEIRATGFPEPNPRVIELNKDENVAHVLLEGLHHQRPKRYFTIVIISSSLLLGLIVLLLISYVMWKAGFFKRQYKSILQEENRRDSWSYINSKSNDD
# GRK2 inh: blocks RNA aptamer binding to human GRK2; P25098; 0.59% of 330,000 active; inhibition of aptamer binding, % at 10 µM; AID 488847; bead flow cytometry, FAM-aptamer displacement from GRK2;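 active means inhibition of aptamer binding above 40%, roughly 3 SD of noise, on plates passing a quality check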;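 further: median bead fluorescence of bound FAM aptamer so fluorescent compounds give negative values; no value below 0 was filed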
# Fam108B inh: Fam108B inhibition, counter-screen for RBBP9 inhibitors. recombinant Fam108B, FP-Rh probe fluorescence polarization. inhibition, % at 9.51 µM. 0.33% of 300,000 active;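 active means inhibition above the screen mean inhibition plus 3 SD, computed separately per campaign, cut at about 18% in these data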;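 further: inhibitors lower polarization as less probe binds the enzyme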
# CIT2-GFP yeast: yeast TOR pathway CIT2-GFP modulation; 0.065% of 320,000 active; AID 2029; S. cerevisiae CIT2-GFP strain, flow cytometry, 3 h; 100 means same as DMSO wells; GFP response vs DMSO, % at 10 µM;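 active means GFP response relative to DMSO above a set limit, near the screen mean plus 3 SD, cut at about 150% in these data; inconclusive means Fewer than 70 cells measured for a yeast strain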;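 further: ratio of well median GFP fluorescence to mean of DMSO wells on the plate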
# MCL1-BIM inh: MCL1-BIM-BH3 interaction inhibition (human); AID 2057; inhibition, % at 10.9 µM; Q07820; GST-MCL1 / FITC-Bim-BH3 fluorescence polarization; 0.68% of 320,000 active;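 active means inhibition above the mean inhibition of all tested compounds plus 3 SD, set per campaign, cut at about 40% in these data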;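 further: 0% = DMSO wells and 100% = unlabeled Bim-BH3 peptide control; higher means more loss of mP so more displacement of Bim peptide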
# GLD-1 RNA inh: GLD-1-TGE RNA interaction inhibition (C. elegans). purified GLD-1 + fluorescein TGE RNA, fluorescence polarization. inhibition, % at 5.96 µM. 0.44% of 320,000 active;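 active means percent inhibition above a per-plate cutoff, the plate mean of test compounds plus 3 SD, cut at about 30% in these data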;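 further: 0% = DMSO wells with GLD-1 and probe and 100% = wells lacking GLD-1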
# AGP1 TOR yeast: modulators of TOR pathway AGP1-GFP in S. cerevisiae | GFP response vs DMSO, % at 10 µM | 0.02% of 320,000 active | S. cerevisiae AGP1-GFP multiplex flow cytometry, 3 h; GFP as percent of DMSO wells;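 active means GFP response relative to DMSO above a set limit, near screen average plus 3 SD, cut at about 150% in these data; inconclusive means fewer than 70 cells counted for the yeast strain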;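 further: median GFP channel fluorescence of the gated AGP1 strain per well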
# BCLXL inh: inhibitors of human Bcl-xL. GST-Bcl-xL / FITC-Bim BH3 peptide fluorescence polarization. inhibition, % at 10.9 µM. 0.7% of 320,000 active;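 active means inhibition above the mean of all tested compounds plus 3 SD, cutoff set per campaign, cut at about 30% in these data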;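 further: 0% = DMSO wells and 100% = unlabeled Bim-BH3 peptide competitor; inhibitors lower millipolarization by displacing the labeled peptide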
# MEX-5 binding: C. elegans MEX-5 TCR-2 RNA binding activity. Q9XUB2. MEX-5/FITC-TCR2 RNA binding, fluorescence polarization; hits give low values. activity score (negative = inhibition of binding), % at 10 µM. 0.38% of 300,000 active. AID 1832;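 active means inhibition past about -25% in most replicates, and total fluorescence under double the plate's negative control median, limit read from the data; inconclusive means replicates evenly split on the limit, or fluorescence at least double controls; inactive means too little inhibition in most replicates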;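 further: 0% = DMSO and -100% = 5 µM competing unlabeled TCR2 RNA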
# * hit, by the source's call; u = inconclusive; x = not tested or not shown.
SMILES,VLA-4 inh,GRK2 inh,Fam108B inh,CIT2-GFP yeast,MCL1-BIM inh,GLD-1 RNA inh,AGP1 TOR yeast,BCLXL inh,MEX-5 binding
CC1CN(S(=O)(=O)c2ccc(C(=O)N(C)C3CCCCC3)cc2)CC(C)O1 (stereo unspecified),8,0,x,98,x,3,98,x,x
CCOC(=O)C1(Cc2ccccc2Cl)CCN(C(=O)CN2CCOC2=O)CC1,0,4,0,107,2,0,101,5,-1.1
CS(=O)(=O)N(CC(=O)N1CCN(c2ccccc2)CC1)Cc1ccc(Cl)cc1,-1,2,3,95,-1,-2,88,-3,-2.2
O=C(O)c1cc(-c2ccco2)[nH]n1,16,3,3,94,11,9,101,11,-16
COc1ccc(NC(=O)C2CCCN(S(=O)(=O)c3cccnc3)C2)c(OC)c1 (stereo unspecified),-3,1,-1,102,3,-2,94,7,0.0
CCC(c1nnnn1C(C)(C)CC)N(CCCN1CCOCC1)Cc1cc2cccc(C)c2[nH]c1=O (stereo unspecified),8,0,2,101,3,5,x,3,1.0
CC(C)NC(=O)COc1ccc2c(c1)C(=O)CC(C)(C)O2,-3,1,2,103,3,3,105,5,1.6
Cc1ccc(C(=O)N/C(=C\c2ccco2)C(=O)NCC2CCCO2)cc1C (stereo unspecified),17,0,2,95,11,13,103,13,-1.2
CCC(=O)N1CCN(c2ccccc2NC(=S)NC(=O)c2cccc([N+](=O)[O-])c2)CC1,-3,0,2,102,-97,-10,104,-28,0.3
O=C(COC(=O)[C@@H]1CCCN1C(=O)c1cccs1)Nc1cccc(Cl)c1,-5,1,x,95,x,7,97,x,x
CC(NC(=O)Cn1cc(C(F)(F)F)cc(Cl)c1=O)c1ccccc1 (stereo unspecified),2,0,4,104,-6,0,98,-2,0.3
CCOc1ccc(C(=O)NCC(=O)N2CCC3CCCCC3C2)cc1OCC (stereo unspecified),3,3,5,102,6,-2,104,2,1.0
CCC1(C)Cc2c(sc3c2c(=O)n(C)c2nnc(SCc4ccc5c(c4)OCO5)n32)CO1 (stereo unspecified),-31,1,-5,93,3,15,100,1,0.8
CN1CCN(CC(=O)Nc2cccc(S(=O)(=O)N(C)c3ccccc3)c2)CC1,19,0,x,91,-5,4,99,-4,x
CC1(C)OC(=O)N(CC(=O)Nc2ccccc2)C1(C)O (stereo unspecified),17,0,3,103,-3,3,96,-5,3.0
O=C(CCNC(=O)c1ccc([N+](=O)[O-])cc1)NCCC1=CCCCC1,-3,1,2,99,-4,7,102,1,4.1
O=C(COc1ccc(F)cc1)N(Cc1ccco1)C1CCS(=O)(=O)C1 (stereo unspecified),-6,4,-2,103,4,5,97,7,-3.9
O=C(CC1C(=O)NCCN1Cc1c(F)cccc1Cl)NC1CCCCCC1 (stereo unspecified),-6,2,1,81,1,-2,105,-1,1.0
COc1cc(-c2nc(C)c(C(C)=O)n2O)ccc1OCC(=O)Nc1ccc(Cl)cc1,8,0,-1,105,5,1,103,11,2.0
CCNc1nc(C)cc(COC)c1C#N,5,0,-2,89,-4,4,99,0,0.7
O=C(O)CCCC(=O)Nc1ccc(Oc2cccc(C(F)(F)F)c2)nc1,-1,0,0,90,6,2,99,2,-3.8
O=C(Nc1nc2c(c(=O)[nH]1)CCCC2)C1CC1,-17,6,1,101,4,-5,105,3,0.4
COc1ccc(Oc2ncc(CN3CCN(c4ccccc4)CC3)s2)cc1,10,3,0,88,-3,-7,90,-1,-0.1
COc1ccc(N(CC(=O)NCCSC2CCCCC2)S(=O)(=O)c2ccccc2)cc1OC,2,5,-2,94,2,3,102,0,0.9
O=C(OCC(=O)N1CCCCC1)c1cc(=O)[nH]c2ccccc12,0,0,x,97,x,4,103,x,x
CCC(N1CCOC1=O)S(=O)(=O)c1ccc(C)cc1 (stereo unspecified),-4,0,1,96,4,1,88,4,-0.8
Cc1ccc(S(=O)(=O)N2CCC(C(=O)OCC(=O)NC3(C#N)CCCCC3)CC2)cc1C,5,2,1,82,-5,-2,93,-4,3.7
CCn1c(C)nc2cc(C(=O)NNS(=O)(=O)c3c(F)cc(F)c(Cl)c3F)ccc21,-2,2,3,98,-9,6,106,2,0.2
O=C(CCc1ccccc1Cl)Nc1cccc(S(=O)(=O)N2CCCC2)c1,5,6,-6,114,-4,3,92,0,-0.2
COC(=O)CC1C(=O)NCCN1C(=O)CSc1nnnn1-c1ccc(Cl)cc1 (stereo unspecified),6,4,-4,94,2,-3,98,3,-1.6
O=C(CNC(=O)c1ccccc1)N/N=C/C=C/c1ccccc1,5,0,-1,90,8,-6,90,4,2.1
CCC(C)CCN1C(N(C)C)=NC[C@@H]1CC(C)C (stereo partly specified),-10,33,5,102,-4,8,102,-4,x
CCCCC(=O)NC1(C(F)(F)F)NC(=O)N(Cc2ccccc2)C1=O (stereo unspecified),11,0,3,91,-3,-9,101,-10,2.8
COc1cccc(/C=N/NC(=O)c2ccccc2N(Cc2ccccc2)S(=O)(=O)c2ccccc2)c1OC,31,0,5,88,-2,3,102,0,0.2
CS(=O)(=O)c1cnc(-c2ccccc2)nc1Oc1ccc(F)cc1,11,2,4,115,1,-3,112,1,0.1
CC(C)(C)NC(=O)CN1CCC(O)(c2ccc3c(c2)OCO3)CC1,-1,0,-1,104,-4,13,102,-1,0.5
COc1ccc(/C=C/C(=O)OCC(=O)NCc2ccccc2Cl)cc1OC,-5,0,x,98,x,0,97,x,x
COc1ccc(CCNC(=O)C(=O)NCC2OCCN2S(=O)(=O)c2ccc(OC)c(OC)c2)cc1 (stereo unspecified),28,4,-6,108,5,-1,115,5,0.6
O=C(Cc1ccccc1)NN1C(=O)C2C(C1=O)C1C=CC2C12CC2 (stereo unspecified),23,2,6,99,3,2,102,1,0.5
COC(=O)c1cc(C#N)c(N2CCN(C)CC2)nc1C,42,0,4,107,5,2,108,6,-2.0
COc1cc(C2C(C(=O)c3ccco3)=C(O)C(=O)N2CCc2ccccc2)ccc1O (stereo unspecified),7,0,1,106,-5,0,103,2,0.5
O=C(/C=C/c1ccccc1)NCC(=O)N/N=C/c1cccs1,12,0,0,108,-4,9,107,-1,-1.4
COc1cccc2c(=O)n(CC(=O)NC3CCCC3)ccc12,28,0,-2,99,5,4,97,4,-0.3
O=C(NCC1CCCO1)c1cc(-c2ccco2)nc2ccccc12 (stereo unspecified),0,10,-7,95,67*,39*,96,55*,16
CCN1CCN(c2ccc(Cl)cc2NC(=O)c2ccco2)CC1,5,0,x,99,0,2,102,6,x
CN1CCN(C(=O)c2ccc3c(c2)N(Cc2cccc(Cl)c2)C(=O)c2ccccc2S3=O)CC1 (stereo unspecified),6,0,-4,101,1,2,100,6,1.0
CC(C)(C)c1csc(NC(=O)c2c(F)c(F)c(F)c(F)c2F)n1,8,0,2,106,3,0,102,3,-1.5
COc1cc(C(=O)NCC(=O)N/N=C/c2ccc(OC(=O)c3ccco3)cc2)cc(OC)c1OC,-17,2,-1,u,-1,0,u,-3,0.1
CN(Cc1ccc(C(F)(F)F)cc1)C(=O)C1CC(=O)N(Cc2ccco2)C1 (stereo unspecified),3,0,x,97,x,-1,98,x,x
O=C1c2ccccc2C(=O)N1CCCSc1nc2ccccc2o1,8,2,-4,83,-3,1,92,-1,-0.3

# Continuation.
SMILES,VLA-4 inh,GRK2 inh,Fam108B inh,CIT2-GFP yeast,MCL1-BIM inh,GLD-1 RNA inh,AGP1 TOR yeast,BCLXL inh,MEX-5 binding
Cc1ccc2nc(-c3cccc(NC(=O)c4ccco4)c3)[nH]c2c1,-3,0,-19,105,2,-1,109,3,2.1
CCOC(=O)C1C2C=CC3(CN(CCc4ccccc4)C(=O)C13)O2 (stereo unspecified),-3,3,1,107,-1,1,115,1,-1.6
COCCCNC(=O)CN(c1cc(OC)ccc1OC)S(=O)(=O)c1ccccc1,3,5,-2,88,3,2,94,0,3.2
COc1ccc(N2CCN(C(=O)c3oc4ccccc4c3C)CC2)cc1,1,0,-2,92,8,5,85,5,x
Cc1cccc(OCCCN2CCCCCC2)c1,9,0,-2,100,-5,6,110,-1,1.4
Cc1cc(C(=O)OCC(=O)NC2CCCCC2)c(C)o1,-7,0,1,93,8,-2,96,4,-1.1
COCc1cc(C)nc(N)c1C#N,-22,0,-4,102,-4,-7,102,4,-2.5
CCN(CC)C(=O)/C(=C\c1ccc2c(c1)OCO2)NC(=O)c1ccc(Br)cc1,5,0,0,93,-8,1,100,4,-2.6
Cc1nc2c(C)cccc2c(SC(=N)N)c1CC=C(Cl)Cl,-2,0,0,102,13,-2,108,11,-0.5
Cc1cc(N2C3CCC2CC(O)(c2ccc(F)cc2)C3)nc(-c2ccccc2)n1 (stereo unspecified),21,1,-2,99,4,2,98,5,-0.8
